Source: PubChem BioAssay (several laboratories)
VIM-2 inh – VIM-2 metallo-beta-lactamase inhibitors, primary screen, biochemical, epi-absorbance readout, Pseudomonas aeruginosa enzyme; inhibition, % at 5.6 µM; hit rate 0.89% among 290,000; purified VIM-2, nitrocefin hydrolysis, epi-absorbance fluorescence;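 active means inhibition above the mean of all tested compounds plus 3 SD, cutoff set per screening run, cut at about 7.5% in these data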;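 further: red hydrolysis product quenches plate fluorescence so inhibitors raise well fluorescence; 0% = enzyme with DMSO and 100% = DMSO without enzyme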
IMP-1 inhibitor – IMP-1 metallo-beta-lactamase inhibitors, primary screen, biochemical, epi-absorbance readout, Pseudomonas aeruginosa enzyme; hit rate 0.45% among 290,000; metallo-beta-lactamase IMP-1 (Pseudomonas aeruginosa); inhibition, % at 5.6 µM; AID 1556, 2009; purified IMP-1, nitrocefin hydrolysis, epi-absorbance fluorescence;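 active means inhibition above the mean plus 3 SD of all compounds in the same screening run, cut at about 4.5% in these data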;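 further: 0% = IMP-1 with DMSO and 100% = DMSO wells lacking enzyme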
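Assay system: purified recombinant IMP-1 beta-lactamase. Input: IMP-1 0.2 nM before substrate addition. Buffer or medium: Zinc- and detergent-supplemented HEPES buffer, pH 7.1. Schedule: 25 °C, 15 min preincubation, 25 min reaction. Signal: Epi-absorbance fluorescence, 480 nm excitation, 530 nm emission. Evaluation: percent inhibition from optical density relative to buffer-blank wells.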
pCIP destab – p/CIP-EGFP fusion destabilizers, primary screen, fluorescence, F442A cells | AID 1984, 2009 | Q05BA5 | 16 h | decrease of EGFP signal, % at 10 µM | hit rate 0.01% among 290,000;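 active means EGFP signal decrease of at least 30% at 10 µM or well 3 SD below plate mean, unless failing retest; inactive means the rest, including hits failing retest or dose response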; further: some compounds called inactive have numbers as strong as hits; many of its hits are not listed in these tables
IDE cell inh – human IDE inhibitors in live cells, primary screen, fluorescence polarization, HEK cells, FAbetaB substrate; Insulin-degrading enzyme (Homo sapiens), P14735; FAbetaB cleavage; hit rate 0.41% among 320,000; inhibition, % at 5.59 µM;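 active means percent inhibition above the average of all tested compounds plus 3 SD, set per screening campaign, cut at about 16% in these data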;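 further: IDE supplied by intact live HEK cells; FP after avidin binding of uncleaved biotin substrate so inhibition keeps polarization high; 0% = DMSO wells and 100% = 60 µM reference IDE inhibitor Ii1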
Target sequence (P14735 whole entry, looked up): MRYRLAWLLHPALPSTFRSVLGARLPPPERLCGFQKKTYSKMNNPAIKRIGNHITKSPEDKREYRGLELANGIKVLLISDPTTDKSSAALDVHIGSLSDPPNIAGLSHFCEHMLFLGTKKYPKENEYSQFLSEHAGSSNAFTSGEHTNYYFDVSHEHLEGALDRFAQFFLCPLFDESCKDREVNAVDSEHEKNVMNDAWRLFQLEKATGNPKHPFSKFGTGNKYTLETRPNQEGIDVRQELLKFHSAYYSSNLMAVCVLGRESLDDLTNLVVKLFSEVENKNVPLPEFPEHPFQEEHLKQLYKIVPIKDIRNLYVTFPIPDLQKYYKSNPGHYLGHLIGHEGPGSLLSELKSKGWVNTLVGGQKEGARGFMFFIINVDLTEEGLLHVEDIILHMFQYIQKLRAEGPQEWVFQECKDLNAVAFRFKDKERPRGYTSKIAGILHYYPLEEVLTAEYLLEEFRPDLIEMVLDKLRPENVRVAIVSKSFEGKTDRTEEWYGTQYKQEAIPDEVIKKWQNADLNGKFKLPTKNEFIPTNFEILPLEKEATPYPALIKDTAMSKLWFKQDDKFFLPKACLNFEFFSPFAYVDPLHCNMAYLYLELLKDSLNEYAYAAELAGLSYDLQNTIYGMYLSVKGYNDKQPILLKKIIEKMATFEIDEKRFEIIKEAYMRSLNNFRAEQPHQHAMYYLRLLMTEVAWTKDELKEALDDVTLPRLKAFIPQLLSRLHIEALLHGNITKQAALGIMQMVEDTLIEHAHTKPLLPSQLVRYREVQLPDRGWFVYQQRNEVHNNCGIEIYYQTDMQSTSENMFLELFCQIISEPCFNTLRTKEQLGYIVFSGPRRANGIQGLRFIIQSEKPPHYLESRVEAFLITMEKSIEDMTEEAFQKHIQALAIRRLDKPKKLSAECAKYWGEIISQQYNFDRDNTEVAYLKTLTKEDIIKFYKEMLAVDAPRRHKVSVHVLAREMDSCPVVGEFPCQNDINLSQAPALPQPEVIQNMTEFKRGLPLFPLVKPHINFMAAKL
IDE act – human IDE activators in live cells, primary screen, fluorescence polarization, HEK cells, FAbeta-B substrate; Insulin-degrading enzyme (Homo sapiens), P14735; FAbeta-B cleavage; 0% vehicle, 100% cell-free pure enzyme wells; activation, % at 5.96 µM; hit rate 0.073% among 340,000; AID 493087, 2011;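 active means activation above the mean of all tested compounds plus 3 SD, set per screening campaign, cut at about 17% in these data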
M18AAP inhibitor – PfM18AAP inhibitors, malaria aminopeptidase, primary screen, biochemical, QFRET, recombinant enzyme. M18 aspartyl aminopeptidase (Plasmodium falciparum 3D7). inhibition, % at 7.35 µM. H-Glu-NHMec fluorogenic cleavage. hit rate 1.2% among 290,000. AID 1822, 2009;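 active means inhibition above the campaign mean inhibition over all tested compounds plus 3 SD, cut at about 28% in these data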;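 further: 0% = plate median of test compound wells and 100% = 2 mM ZnCl2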
NALP1 inh – NALP1 inflammasome inhibitors in reconstituted yeast, colorimetric, S. cerevisiae, triplicate retest; S. cerevisiae NALP1/ASC/caspase-1 growth, X-gal OD620, 72 h; inhibition, % at 10 µM; hit rate 0.61% among 280,000; in the data active means inhibition mostly above about 24%, no sharp cut-off; inactive means mostly below about 32%; further: some compounds called inactive have numbers as strong as hits
GPR7 antag – GPR7 receptor antagonists, primary screen, cell-based, fluorescence, single concentration; Neuropeptides B/W receptor type 1 (Homo sapiens), P48145; GPR7-expressing cells, fluorescence antagonist assay; inhibition, % at 4.4 µM; hit rate 1.1% among 290,000; AID 1861, 2009; in the data active means inhibition above about 16%, passing the limit was not always enough;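 further: cells stimulated with the agonist NPW; 0% = agonist with vehicle and 100% = vehicle without agonist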
PHOSPHO1 inh – PubChem AID 1565; Phosphoethanolamine/phosphocholine phosphatase (Homo sapiens), Q8TCT1; recombinant PHOSPHO1, absorbance phosphatase assay; inhibition, % at 13.3 µM; hit rate 1.1% among 290,000; in the data active means inhibition above about 60%
* = called active by the depositor; . = no result given.

SMILES	IMP-1 inhibitor	IDE act	IDE cell inh	M18AAP inhibitor	pCIP destab	VIM-2 inh	NALP1 inh	PHOSPHO1 inh	GPR7 antag
Fc1cc(Br)ccc1Nc1nc2ccccc2n2nnnc12	-2.9	6	5	2	-6	-1.6	12	-5	-8
CCOC(=O)n1c(SCC(=O)N(CC)CC)nc2ccccc21	-1.5	-4	1	-2	3	0.6	-12	17	-11
CCC(=O)N1c2ccc(S(=O)(=O)N3CCOCC3)cc2CC1C (stereo not drawn)	-3.7	-1	-1	-1	-2	-3.2	1	10	-8
O=C(CNC(=S)N(Cc1ccccc1)Cc1ccccc1F)NCCc1ccc(Cl)cc1	-2.3	-3	3	3	-11	-4.6	-1	28	6
Nc1ccccc1SC1CC(=O)N(Cc2ccccc2)C1=O (stereo not drawn)	-2.0	3	1	0	-4	-1.9	2	9	-18
NC(=S)N/N=C/c1ccc(-c2ccccc2)o1	-2.2	0	-2	7	-6	-3.3	2	-25	-6
Cc1cccc(OCC(=O)NCC(=O)N/N=C/c2ccccc2)c1	-2.8	1	2	2	-6	-4.2	1	31	-3
Cc1cc(S(=O)(=O)N2CCCC2)ccc1OCC(=O)N1CCCCC1	-1.9	4	-3	-8	2	-0.8	16	28	-11
CCC(CO)NC(=O)c1cccc(S(=O)(=O)N2c3ccccc3CC2C)c1 (stereo not drawn)	-0.3	5	7	-4	-4	-0.2	-20	-23	2
COc1cccc(CNC(=O)CCNS(=O)(=O)c2cccc3nonc23)c1	-2.5	4	-2	4	12	-3.1	5	20	-1
C#CCN1C(=O)C(O)(CC(=O)/C=C/C=C/c2ccccc2)c2ccccc21 (stereo not drawn)	-2.6	-1	-3	1	13	-5.0	-1	-14	-13
COCCCNC(=O)C(=O)NC1CCCCC1C (stereo not drawn)	-0.7	1	-11	-2	-3	-1.1	10	2	-20

Record cards, as listed above:
Nc1ccccc1SC1CC(=O)N(Cc2ccccc2)C1=O (stereo not drawn) across the screens: IMP-1 inhibitor = -2.0; IDE act = 3; IDE cell inh = 1; M18AAP inhibitor = 0; pCIP destab = -4; VIM-2 inh = -1.9; NALP1 inh = 2; PHOSPHO1 inh = 9; GPR7 antag = -18
Fc1cc(Br)ccc1Nc1nc2ccccc2n2nnnc12 across the screens: IMP-1 inhibitor = -2.9; IDE act = 6; IDE cell inh = 5; M18AAP inhibitor = 2; pCIP destab = -6; VIM-2 inh = -1.6; NALP1 inh = 12; PHOSPHO1 inh = -5; GPR7 antag = -8

Back to the main list, starting 2 compounds before the break.
SMILES	IMP-1 inhibitor	IDE act	IDE cell inh	M18AAP inhibitor	pCIP destab	VIM-2 inh	NALP1 inh	PHOSPHO1 inh	GPR7 antag
C#CCN1C(=O)C(O)(CC(=O)/C=C/C=C/c2ccccc2)c2ccccc21 (stereo not drawn)	-2.6	-1	-3	1	13	-5.0	-1	-14	-13
COCCCNC(=O)C(=O)NC1CCCCC1C (stereo not drawn)	-0.7	1	-11	-2	-3	-1.1	10	2	-20
O=[N+]([O-])c1ccccc1S(=O)(=O)Oc1ccc(C(=S)N2CCOCC2)cc1	-0.8	4	-4	-4	0	-2.5	10	6	5
O=P1(Nn2cnnc2)C=C(c2ccccc2)OC(c2ccccc2)=C1	-4.1	-1	-3	5	6	-2.1	4	-29	13
CC(=O)Nc1ccc(S(=O)(=O)N2CCc3c(Cl)cccc3C2)cc1	-4.2	-6	1	1	-4	0.2	-13	-4	-3
CC(C)c1ccc(NC(=O)CSc2nc(-c3ccccc3F)nc3nc[nH]c23)cc1	0.7	-1	-2	-5	-3	-0.1	16	-25	-10
CC(=O)c1cccc(NC(=O)CCN2C(=O)C3C4CCC(C4)C3C2=O)c1 (stereo not drawn)	-0.4	6	1	-12	-11	0.3	16	38	-2
CCC(=O)Nc1ccc(NC(=O)CSc2nnnn2-c2ccc3c(c2)OCCO3)cc1	-2.9	7	-2	-2	7	-2.8	2	4	-20
CCOC(=O)CSc1nc(C(C)C)nc2sc(C)c(C)c12	-2.6	7	1	-14	-1	-1.3	-4	15	-10
Cc1ccccc1-c1nc(CS(=O)CC(=O)NCc2ccccn2)c(C)o1 (stereo not drawn)	-1.7	4	-2	0	-3	-3.4	-13	10	-3
Clc1ccccc1Cn1nnc2c(NCC3CC3)ncnc21	-3.6	1	4	4	-4	-2.8	14	-6	22
S=C(NCCCc1ccccc1)NC1CCCCC1	-0.5	4	1	-9	-9	-1.6	2	-44	-11
COc1cc(OC)c(OC)cc1CNC(=O)CCN1C(=O)c2cccc([N+](=O)[O-])c2C1=O	-4.4	0	0	5	-15	-0.7	2	28	-16
Cn1c(SCc2cccc(Br)c2)nc2ccccc2c1=O	-0.4	-1	1	-2	5	-1.1	5	-16	2
COc1ccccc1Nc1nc(-c2sc(NC(=O)c3ccccc3)nc2C)cs1	0.4	-3	3	-11	-9	-4.6	21	50	-8
Cc1nc(SCC(=O)Nc2ccnc3ccccc23)n[nH]1	-0.2	1	0	1	-24	-0.1	2	10	5
Clc1ccc(C2=Nn3c(nnc3-c3cccnc3)SC2)s1	-0.3	-1	-3	-3	-15	-2.3	-1	18	-12
O=S(=O)(Cc1ccccc1Cl)NCc1ccccc1	-3.5	.	2	5	-2	-0.2	13	16	-19
O=C1C(=O)N(C2CCCC2)C(=O)N1Cc1c(F)cccc1Cl	-3.4	5	1	0	1	-4.3	2	-30	-1
Cc1ccc(C(=O)NC(=S)NNC(=O)COc2ccccc2C)cc1	-3.3	1	2	4	-11	-3.4	-13	44	1
COC(=O)C1=C(N)c2c(F)cccc2C1(C#N)c1ccc(F)cc1 (stereo not drawn)	-2.4	-7	4	6	0	-3.0	-1	-5	6
NC(=O)Cn1c(=O)n(Cc2ccco2)c(=O)c2c3c(sc21)CCCCC3	1.4	-7	5	-17	-17	-1.9	-8	28	-5
Cc1ccccc1OCc1nnc(SCC(=O)Nc2ccc3c(c2)OCO3)n1C	1.8	1	-3	-6	-3	-0.2	16	13	-3
CCOc1ccccc1NC(=O)CCn1nc(C)c(S(=O)(=O)N2CCCCC2)c1C	-1.6	0	-5	-10	8	-1.9	18	24	0
COc1cc(C2N(c3cc(C)on3)C(=O)C3CCCN32)cc(OC)c1OC (stereo not drawn)	-3.8	6	-1	-4	-6	-2.6	0	32	3
COc1ccc(N2C(=O)CC(N3CCC(O)(c4ccc(Br)cc4)CC3)C2=O)cc1 (stereo not drawn)	-2.7	-1	-4	-4	5	-5.7	23	28	-14
CCCN(CCC)S(=O)(=O)c1ccc(C(=O)O)cc1	-4.2	5	1	0	-6	-2.3	19	6	-17
Cc1cc(NS(=O)(=O)c2ccc(NC(=O)CSc3nc4ncc(Cl)cc4[nH]3)cc2)nc(C)n1	-3.4	0	2	3	-17	-2.3	-21	12	-3
CCCn1nnnc1NCc1ccccc1OCC	-2.5	-4	-4	2	2	-2.6	20	14	-17
CCOC(Cn1c(SCC(=O)Nc2cc(C)on2)nc2ccccc2c1=O)OCC	-2.8	6	0	-8	-3	-1.3	25	24	-1
O=C(CO/N=C1\CCCc2nonc21)Nc1ccccc1Cl	-3.0	-1	0	4	-2	-1.6	30	-2	-1
COc1ccc(N2C(=O)CC(NCc3cccc(F)c3)C2=O)cc1 (stereo not drawn)	.	7	3	.	0	.	-1	-28	.
Cc1cc(C(=O)Nc2cccc(C)c2C)n(-c2ccccc2)n1	-0.8	1	4	1	43	-4.4	2	27	-17
O=C(CN1C(=O)C2CC=CCC2C1=O)Nc1nc2ccccc2[nH]1 (stereo not drawn)	-3.1	5	-5	1	11	-3.0	1	29	6
Cc1cc(OC(C)C(=O)NC(Cc2c[nH]c3ccc(O)cc23)C(=O)O)c2c(C)c(C)c(=O)oc2c1 (stereo not drawn)	-3.5	2	6	-10	-1	-0.6	18	18	-6
C/C(=N/OC(=O)c1ccccc1)c1oc(C)nc1C	-0.4	2	-4	-7	5	-0.2	16	30	0
Cc1ccc(O)c(CNc2cccc3cccnc23)c1	-1.6	-2	1	18	-12	-2.2	11	18	-13
CCc1ccc(S(=O)(=O)NCCc2cn3cccc(C)c3n2)s1	-2.0	4	-3	-8	4	-0.5	15	-8	-9

Arranged by molecular weight (descending): part of the list above.
SMILES	IMP-1 inhibitor	IDE act	IDE cell inh	M18AAP inhibitor	pCIP destab	VIM-2 inh	NALP1 inh	PHOSPHO1 inh	GPR7 antag
Cc1cc(NS(=O)(=O)c2ccc(NC(=O)CSc3nc4ncc(Cl)cc4[nH]3)cc2)nc(C)n1	-3.4	0	2	3	-17	-2.3	-21	12	-3
CCc1ccc(S(=O)(=O)NCCc2cn3cccc(C)c3n2)s1	-2.0	4	-3	-8	4	-0.5	15	-8	-9
COc1ccc(N2C(=O)CC(NCc3cccc(F)c3)C2=O)cc1 (stereo not drawn)	.	7	3	.	0	.	-1	-28	.
O=C(CO/N=C1\CCCc2nonc21)Nc1ccccc1Cl	-3.0	-1	0	4	-2	-1.6	30	-2	-1

The listing continues:
SMILES	IMP-1 inhibitor	IDE act	IDE cell inh	M18AAP inhibitor	pCIP destab	VIM-2 inh	NALP1 inh	PHOSPHO1 inh	GPR7 antag
Cc1ccc2nc(SC(C)C(=O)N3CC(C)OC(C)C3)[nH]c2c1 (stereo not drawn)	-3.2	4	3	-2	8	-4.3	-21	-29	-11
Cc1ccc(CNC(=O)c2cc(C)nn2-c2ccccc2)cc1	-5.0	3	7	5	-9	-1.9	-16	40	-10
COC(=O)NNC(=O)c1ccccc1C	-6.2	5	-4	-4	-18	-5.9	11	-9	-6
Fc1ccccc1CCNc1nnnn1-c1ccccc1	-2.5	4	2	3	-21	-0.7	7	54	-6
COc1ccc(NC(=S)NCC(c2ccco2)N2CCCC2)cc1 (stereo not drawn)	-1.7	-3	-1	-11	5	-1.9	-8	-3	-10
Cc1ccc(CNC(=O)C2(C)Oc3ccccc3NC2=O)cc1 (stereo not drawn)	1.5	2	-3	-7	6	0.1	14	11	5
Cc1nc2cc(C(F)(F)F)ccc2n1CCNc1nc(-c2ccc([N+](=O)[O-])c(Cl)c2)cs1	-2.5	-2	1	5	-3	-0.3	18	-16	6
CCn1nnnc1-c1ccc(OC)c(S(=O)(=O)NCc2ccccc2)c1	-1.1	1	1	1	-27	-1.6	18	-7	-8
COc1ccc(-c2csc(Nc3ccc(S(N)(=O)=O)cc3)n2)cc1	-2.7	-6	13	24	5	-1.7	7	3	-11
Cc1cc(C)nc(NC(=O)c2ccc([N+](=O)[O-])c(C)c2)n1	-4.7	2	4	2	-2	0.5	-6	34	1
COc1cccc(NC(C(=O)Nc2cccc(C(C)=O)c2)c2ccccc2)c1 (stereo not drawn)	-3.2	6	5	4	-12	-2.5	.	-4	-2
